Screening results: PubChem BioAssay, The Scripps Research Institute Molecular Screening Center
TEAD-YAP inh: TEAD-YAP interaction inhibition; inhibition, % at 9.12 µM; HEK-TIYL cells, TEAD-Gal4/YAP UAS-luciferase luminescence; 640,000 tested, 1.4% active; in the data active means inhibition above about 32%;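 further: 0% = median of test compound wells and 100% = reference inhibitor wells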
GPR151 activ: activators of human GPR151 | Q8TDV0 | PathHunter beta-arrestin GPR151 cells, luminescence | activation, % at 11.2 µM | 650,000 tested, 1% active | AID 1508602; in the data active means activation above about 4.9%;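 further: 0% = median of compound wells and 100% = cells with positive control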
Target sequence (Q8TDV0 whole entry, looked up): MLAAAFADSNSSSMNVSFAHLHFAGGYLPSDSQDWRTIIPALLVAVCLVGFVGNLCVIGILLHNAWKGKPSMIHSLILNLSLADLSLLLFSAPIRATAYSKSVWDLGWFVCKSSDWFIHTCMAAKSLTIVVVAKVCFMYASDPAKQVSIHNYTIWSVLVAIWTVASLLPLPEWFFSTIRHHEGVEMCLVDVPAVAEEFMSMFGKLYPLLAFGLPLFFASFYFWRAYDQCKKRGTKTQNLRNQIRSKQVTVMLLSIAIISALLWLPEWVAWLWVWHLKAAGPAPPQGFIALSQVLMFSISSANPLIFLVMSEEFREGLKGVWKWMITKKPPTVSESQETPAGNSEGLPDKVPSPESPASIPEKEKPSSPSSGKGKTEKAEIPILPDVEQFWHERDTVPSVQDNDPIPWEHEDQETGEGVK
FBW7 activator: activators of human E3 ligase FBW7. Q969H0. AlphaScreen FBW7–phospho-cyclin E peptide binding, activator screen. normalized activity (activation), % at 26.1 µM. 650,000 tested, 0.13% active; in the data active means normalized activity above about 1.9%;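 further: purified mutant Fbw7 with reduced substrate affinity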
MITF inh: inhibitors of human MITF. AID 1259374. O75030. 650,000 tested, 0.91% active. inhibition, % at 2.6 µM. AlphaScreen MITF homodimerization, bead proximity signal; in the data active means inhibition above about 50%;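 further: 0% = vehicle wells with protein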
Target sequence (O75030 whole entry, looked up): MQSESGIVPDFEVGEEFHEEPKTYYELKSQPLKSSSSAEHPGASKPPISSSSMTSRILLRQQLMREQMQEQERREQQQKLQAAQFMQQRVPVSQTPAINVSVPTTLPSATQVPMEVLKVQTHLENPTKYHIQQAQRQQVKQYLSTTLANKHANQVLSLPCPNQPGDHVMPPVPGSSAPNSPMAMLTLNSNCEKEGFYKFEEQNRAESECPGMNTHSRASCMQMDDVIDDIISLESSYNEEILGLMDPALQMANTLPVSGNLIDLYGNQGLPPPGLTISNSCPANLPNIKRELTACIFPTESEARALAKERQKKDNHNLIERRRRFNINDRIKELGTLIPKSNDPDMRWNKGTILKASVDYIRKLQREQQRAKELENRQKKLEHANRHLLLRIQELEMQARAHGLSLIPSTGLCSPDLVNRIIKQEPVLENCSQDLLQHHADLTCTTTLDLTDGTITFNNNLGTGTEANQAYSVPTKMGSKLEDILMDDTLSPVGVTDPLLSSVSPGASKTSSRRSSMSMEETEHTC
* = called active by the depositor. Random draw from the library; overall some 3.4% were active at least once.

compound	GPR151 activ	TEAD-YAP inh	MITF inh	FBW7 activator
Cc1ccc(-c2cccc3cnc(NC4CCN(C(=O)N5CCCC5)C4)nc23)cn1 (centres undefined)	-1.2	25	9	0.1
c1ccc(CNn2cn[n+](Cc3ccccc3)c2)cc1	-0.7	7	-1	-0.1
CCC(Sc1nc2ccccc2o1)C(=O)O (centres undefined)	-0.6	-6	24	0.8
COc1ccc(CN(C)CCc2ccccn2)cc1	0.5	-10	83*	0.6
CCCOC(=O)COc1ccc2c(=O)c(-c3ccccc3OC)coc2c1	-1.2	-5	7	-0.1
Nc1c(C(=O)N2CCOCC2)cc([N+](=O)[O-])cc1[N+](=O)[O-]	-0.4	-2	8	0.2
CCOc1ccc(CCNC(=O)CSc2nc3c(c(=O)n(C)c(=O)n3C)n2Cc2ccccc2F)cc1OCC	0.0	1	-8	-0.1
CCC(C(=O)Nc1cccc(C(C)=O)c1)n1c2ccccc2c2nc(=O)cc(C)n21 (centres undefined)	0.4	3	8	0.0
COc1ccc(-c2nc3sc4c(c3c(=O)[nH]2)CCC(C(C)(C)C)C4)cc1OC (centres undefined)	-0.4	-9	2	-0.1
O=C(CN1CCOCC1)N/N=C/c1ccc([N+](=O)[O-])o1	-1.3	5	8	-0.3
COc1ccccc1-n1c(=S)sc2c(=O)n(-c3ccccc3)c(SCc3ccc(Cl)cc3)nc21	-0.4	-8	-2	0.1
O=C(/C=C/c1ccc(Cl)cc1)Nc1ccc2cn[nH]c2c1	-3.7	-37	-3	-0.1
CCCCCCOC(=O)c1ccc(NC(=O)Nc2ccc(F)cc2)cc1	0.1	11	5	0.5
Nc1c(C(=O)Nc2nccs2)sc2nc3c(c(-c4ccc(Cl)cc4)c12)CCC3	1.1	24	9	0.6
CCc1cc2c(=O)c(-c3cscn3)coc2cc1OC	0.5	-4	14	0.1
C=CCNC(=O)CSc1nc(N)cc(=O)[nH]1	0.1	1	-11	-0.2
C(=N\N1CCN(C(c2ccccc2)c2ccccc2)CC1)/c1cccnc1	0.4	-8	16	0.2
CCN1CCN(C(=O)[C@H]2C[C@@H](c3cccs3)NS(=O)(=O)N2C)CC1	0.0	12	24	0.1
CNC(=O)c1c(C)nc(SCC(=O)NC2CCCCCC2)c(C#N)c1-c1ccco1	-0.3	8	3	0.3
N/C(=N\OC(=O)c1c(F)cccc1F)c1cccc([N+](=O)[O-])c1	2.3	-16	8	0.3
O=C(O)CCC(=O)NNC(=O)/C(=C/c1ccccc1)CCO	0.7	4	6	-0.1
Cc1[nH]c2ccccc2c1C(c1cccnc1)N1CCOCC1 (centres undefined)	0.9	-4	10	0.0
O=C(c1cnc2[nH]c(=O)ncc2c1)c1cc(Cl)cc(Cl)c1O	0.3	1	9	0.0
Nc1c(C(=O)Nc2ccc(Cl)c(Cl)c2)sc2nc3c(cc12)CCCC3	-0.4	-2	6	0.1
CCNC(=O)c1ccc([N+](=O)[O-])c(C)c1	0.4	-5	9	0.3
O=C(CN1CCCCC1)Nc1ccc([N+](=O)[O-])cc1Br	-1.0	-9	16	-0.1
Cc1occc1C(=O)NNC(=O)c1ccc(Cl)cc1	-0.8	4	10	0.1
O=C(N/N=C/c1cc([N+](=O)[O-])ccc1O)c1cccc(F)c1	0.1	-12	25	0.1
C=CCN1C(=O)/C(=C\c2ccc(O)c([N+](=O)[O-])c2)C(=O)NC1=S	-0.3	-4	7	0.0
CC(C)C(=O)N1CCCc2ccc(NC(=O)Nc3ccc4c(c3)OCO4)cc21	0.5	-21	4	0.6
O=C1c2ccccc2C(=O)N1CN(C(=O)c1ccccc1)c1ccc(Br)cc1	1.6	-22	3	0.0
COc1ccc(NC(=O)CCCC(=O)OCC(F)(F)C(F)F)cc1	5.0*	9	13	0.1
CCn1c(CNc2ccc(C)cc2C)nnc1SCCN1CCOCC1	-0.4	14	31	0.3
O=C(O)CC(NC(=O)COc1ccccc1)c1ccccc1 (centres undefined)	0.2	3	-7	-0.1
Cc1cc(C(=O)COC(=O)c2cc(O)c3ccccc3c2O)c(C)n1CC1CCCO1 (centres undefined)	-0.8	13	8	-0.1
C=CCN1C(=O)CN(c2ccc(OCC)cc2)C1=S	-0.5	1	-7	-0.2

An excerpt from above in order of heavy-atom count, largest number first:
compound	GPR151 activ	TEAD-YAP inh	MITF inh	FBW7 activator
CC(C)C(=O)N1CCCc2ccc(NC(=O)Nc3ccc4c(c3)OCO4)cc21	0.5	-21	4	0.6
COc1ccc(NC(=O)CCCC(=O)OCC(F)(F)C(F)F)cc1	5.0*	9	13	0.1
C=CCN1C(=O)/C(=C\c2ccc(O)c([N+](=O)[O-])c2)C(=O)NC1=S	-0.3	-4	7	0.0
O=C(N/N=C/c1cc([N+](=O)[O-])ccc1O)c1cccc(F)c1	0.1	-12	25	0.1
O=C(CN1CCCCC1)Nc1ccc([N+](=O)[O-])cc1Br	-1.0	-9	16	-0.1

(further entries)
compound	GPR151 activ	TEAD-YAP inh	MITF inh	FBW7 activator
Cc1ccnc(NC(=O)CCC(=O)N(CC(=O)NC(C)(C)C)c2ccc(C)c(C)c2)c1	1.3	-6	8	0.3
CCOC(=O)C1=C(C)N=c2s/c(=C\c3ccc(Br)o3)c(=O)n2C1c1ccc(OC)c(OC)c1 (centres undefined)	4.2	3	-3	0.1
COc1ccc(OC)c(NC(=O)CCCOc2cccc(C)c2)c1	0.6	8	-4	-0.3
COc1ccc(COC(=O)C2=C(C)NC3=C(C(=O)CC(C)(C)C3)C2c2cc([N+](=O)[O-])ccc2Cl)cc1 (centres undefined)	-0.7	-10	4	-0.2
O=c1c(NCCN2CCN(c3ccccc3F)CC2)c(-c2ccccc2)c1=O	-0.3	1	-2	0.0
O=C(Nc1ccc(N2S(=O)(=O)c3ccccc3S2(=O)=O)cc1)c1ccccc1F	-1.4	-45	1	-0.1
Cc1ccc(NC(=O)c2cccs2)cc1NC(=O)Cc1ccccc1	-1.1	-10	-5	0.1
CCOC(=O)c1[nH]c2cc(OC)c(OC)cc2c1N1C(=O)CCC1=O	2.9	11	4	0.1
COc1ccc(CCNC(=S)N2CCCC2)cc1OC	-0.1	-7	-7	0.0
O=C(CCCc1ccccc1)Nc1cccnc1	1.4	-91	12	1.1
COc1ccc(NC(=O)c2cc(-c3ccc(OC)cc3)nc3ccccc23)cc1	2.8	-3	2	0.1
COc1ccc(C(=O)N2CCN(C)C(=O)[C@@H]2C)cc1OC1CCN(C(C)=O)CC1	-0.1	-3	-7	0.1
CCCNc1nc(N(CC)CC)nc(N2CCc3ccccc3C2)n1	0.4	8	3	0.1
O=C(Nc1cc(Cl)ccc1Cl)c1cc2nc(-c3ccccc3)cc(-c3ccccc3)n2n1	-0.9	-10	20	0.9
COc1ccc(OC)c(NC(=O)c2sc3ncn(CC(=O)N4CCOCC4)c(=O)c3c2C)c1	0.5	5	0	0.0
CCOc1ccc(C(C)=O)cc1COC(=O)c1nc2nc(C)cc(C)n2n1	1.0	4	-1	-0.1
CC12C(=O)N(c3ccc4ccccc4c3)C(=O)C1C1c3ccccc3C2c2ccccc21 (centres undefined)	0.8	4	-5	0.0
COc1ccc(/C=N/N(CCO)C2=NS(=O)(=O)c3ccccc32)cc1	-0.9	11	19	0.1
O=C(O)/C=C/C(=O)NCc1cn(-c2ccccc2)nc1-c1ccccc1	0.8	-26	-13	0.1
O=C(CCn1cnc2ccccc2c1=O)Nc1cccc(C(=O)c2ccccc2)c1	-1.1	6	2	0.0
C(=N\n1cnnc1)/c1ccccc1OCc1cccc2ccccc12	0.1	-10	7	0.0
Cc1ccc(-n2nc3c(c2NC(=O)COc2ccccc2)CS(=O)(=O)C3)cc1	2.1	3	4	-0.3
CCN(CC)c1cc(-c2ccncc2)nc(-c2ccccn2)n1	-0.6	9	-7	-0.2
CCOc1ccc2cc(C#N)c(SCC(=O)Nc3c[nH]c(=O)[nH]c3=O)nc2c1	-0.3	5	1	0.1
N#CCc1ccc(NC(=O)c2ccc(Cl)c([N+](=O)[O-])c2)cc1	0.6	8	-9	0.1
O=C(N/C(=C/c1cccc([N+](=O)[O-])c1)C(=O)N1CCCCC1)c1ccco1	1.5	5	25	0.7
CCN(O)C(C)(C)/C(=N/O)c1ccccc1	1.3	5	3	-0.1
CN1C(=S)N(c2ccccc2)C(=O)/C1=C/c1ccc2c(c1)OCO2	1.6	-12	6	0.1
Cc1nnn(C23C[C@@H]4C[C@@H](CC(C(=O)N5CCN(c6ccccc6)CC5)(C4)C2)C3)n1	-1.9	-11	14	0.4
O=C(Oc1ccc(I)cc1)c1ccc([N+](=O)[O-])cc1	6.1*	1	9	0.1
COc1ccc(NC(=O)CSc2nnc(-c3ccc(O)cc3)o2)c(OC)c1	-1.5	5	10	0.2
O=C1Nc2ccc(S(=O)(=O)N3CCCC3)c3ccc(S(=O)(=O)N4CCCC4)c1c23	1.1	-2	19	0.0
COc1ccccc1C/C(N)=N/OC(=O)COc1ccc2ccccc2c1	0.4	-9	17	0.5
COC(=O)c1cccc(NC(=O)CCCOc2ccccc2)c1	0.0	-8	-14	0.0
COc1ccc(C2C=C(Nc3ccc(C)cc3)C(=O)N2c2ccc(C)cc2)c(OC)c1 (centres undefined)	2.5	-19	1	-0.3
CC1(C)CC(=O)c2cc(-c3ccc(Br)cc3)n(-c3ccc(F)cc3)c2C1	0.0	7	13	-0.1
CSC1=NCCN1C(=O)COc1ccc2ccccc2c1	3.7	-16	-2	-0.1
COCCNC(=O)CS(=O)(=O)Cc1nc(-c2ccc(C)cc2)oc1C	-0.2	1	3	-0.2
O=C(NNC(=S)NC(=O)c1cccnc1)c1ccc(F)cc1	-0.5	12	17	0.0
O=C(O)CCCn1sc2ccccc2c1=O	-0.1	4	12	-0.1
Cc1ccc(CNC(=O)COC(=O)c2ccc[n+]([O-])c2)cc1	2.1	-4	-5	-0.1
COc1ccc(-c2[nH]n(-c3ccc([N+](=O)[O-])cc3)c(=O)c2C=NCC2CCCO2)cc1 (centres undefined)	-1.0	5	20	0.2
CCN(C(=O)CCCl)c1nc(-c2ccc(C)cc2)cs1	1.3	17	-2	0.2
O=C(c1noc2c1CCc1ccccc1-2)N1CCCC1	-1.1	-35	-12	-0.1
COc1ccc(-c2nc(CS(=O)(=O)CC(=O)NC3CCCCC3C)c(C)o2)cc1 (centres undefined)	0.8	3	10	-0.1
COc1cc(OC)c(N2C(=O)c3nccnc3C2=O)cc1Cl	-0.8	2	8	0.1
C/C(=C1/SC(N2CCOCC2)=NC1=O)c1ccc(C)cc1	3.8	-6	0	-0.2
CCOCC(=O)Nc1c(C(=O)Nc2ccc(C)c(C)c2)oc2ccccc12	3.4	-44	-4	-0.3

Full records from above.
Cc1ccc(-c2cccc3cnc(NC4CCN(C(=O)N5CCCC5)C4)nc23)cn1 (centres undefined) across the screens: GPR151 activ: -1.2; TEAD-YAP inh: 25; MITF inh: 9; FBW7 activator: 0.1
CCOc1ccc(CCNC(=O)CSc2nc3c(c(=O)n(C)c(=O)n3C)n2Cc2ccccc2F)cc1OCC across the screens: GPR151 activ: 0.0; TEAD-YAP inh: 1; MITF inh: -8; FBW7 activator: -0.1

(continued)
compound	GPR151 activ	TEAD-YAP inh	MITF inh	FBW7 activator
C=CCc1cccc2cc(C(=O)NNC(=O)c3ccccc3)c(=O)oc12	-0.6	25	8	-0.1
O=c1c2ccccc2ncn1-c1ccccc1F	-0.3	-4	10	-0.2
O=C(NCc1ccccc1)c1ccnc(N2CCN(c3ccccn3)CC2)c1	1.9	11	5	-0.1
CCOC(=O)C1CCN(Cc2cccc(F)c2)CC1	-0.3	-3	43	-0.1
CC1=NC(=O)C(N=Nc2cccc(O)c2)N1c1ccccc1 (centres undefined)	-1.1	-2	7	-0.3
CCOC(=O)c1c(NC(=O)CCNCCO)sc2c1CCCC2	1.6	0	0	0.0
CCCCOc1ccc(/C=C2\N=C(c3cccc(Cl)c3)OC2=O)cc1	-1.0	5	10	-0.1
COc1cc(NC(=O)C2=CC(c3ccco3)=NS(=O)(=O)N2C)cc(OC)c1OC	0.7	7	-1	-0.1
CC(=O)Oc1cccc(N2C(=O)c3ccc(C(=O)Nc4cccc(C)c4)cc3C2=O)c1	-1.9	5	-6	-0.1
Cc1cccc(OCCCn2c(=O)oc3ccccc32)c1	0.1	-8	-4	0.2
Cc1ccccc1-c1cc(C(=O)N2CCOCC2)c2ccccc2n1	-0.3	-6	-12	0.1
CN(C)c1ccc(CCNS(=O)(=O)c2cccs2)cc1	-0.7	-11	11	-0.1
O=C(NCc1ccccn1)c1cc(Cl)ccc1[N+](=O)[O-]	0.6	3	10	0.1
Cc1ccc(CSc2nnc3c(n2)OC(c2ccccc2OCC(=O)O)Nc2ccccc2-3)cc1 (centres undefined)	0.7	9	0	0.0
CC(=O)c1cccc(NC(=O)COc2ccc(C(C)(C)C)cc2)c1	1.1	1	0	0.1
CC1(C)CC(=O)C2=C(C1)NC(=O)CC2c1ccc2ccccc2c1 (centres undefined)	0.9	12	10	0.3
O=C(Nc1ccc(-c2noc(COc3ccccc3Cl)n2)cc1)c1ccccn1	-1.2	-17	6	0.0
